Screening results deposited in PubChem BioAssay by several laboratories.
NPR2 activator – human GC-B receptor activators, primary screen, HEK293 GC-B cells, cGMP TR-FRET, EC30 CNP; activation, % at 10 µM; 0% at EC30 CNP, 100% saturating CNP; hit rate 0.11% among 370,000; Atrial natriuretic peptide receptor 2 (Homo sapiens), P20594;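 active = activation at 10 µM reaching about 35% in either raw or pattern-adjusted values, limit read from the data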
FXN GAA850 act – FXN promoter activators, primary screen, cell-based, luciferase luminescence, HEK293 lucGAA850. HEK293 lucGAA850 FXN promoter luciferase reporter, 24 h; percent of 10 µM SAHA response. activation, % at 6 µM. hit rate 0.56% among 360,000;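 active = activation above the average of all compounds screened plus 3 SD, cutoff fixed separately per campaign, cut at about 7.5% in these data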;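 note: 0% = DMSO wells and 100% = 10 µM SAHA wells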
ssDAF-12 act – S. stercoralis DAF-12 nuclear receptor activators, primary screen, cell-based, luminescence, HEK293, GRIP1 co-expression, lit1-tk-luc. HEK293 ssDAF-12/GRIP1 lit1-tk-luc reporter; % of 3 µM dafachronic acid response. activation, % at 6.8 µM. hit rate 1% among 370,000. AID 652126, 2013;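 active = activation above the mean over all tested compounds plus 3 SD, cut at about 0.9% in these data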;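 note: 0% = DMSO-only wells and 100% = 3 µM delta7-dafachronic acid wells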
ADAM10 inh – human ADAM10 inhibitors, primary screen, biochemical, QFRET, HTS; Disintegrin and metalloproteinase domain-containing protein 10 (Homo sapiens), O14672; recombinant ADAM10, EDANS/DABCYL FRET peptide cleavage, 3 h; inhibition, % at 7 µM; hit rate 0.62% among 370,000; AID 720582, 2013;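 active = inhibition above a per-campaign cutoff equal to the mean of compounds falling between control-based bounds plus 3 SD, cut at about 20% in these data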;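 note: 0% = DMSO wells while the 100% control is not disclosed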
Target sequence (O14672 214-748 limits assumed): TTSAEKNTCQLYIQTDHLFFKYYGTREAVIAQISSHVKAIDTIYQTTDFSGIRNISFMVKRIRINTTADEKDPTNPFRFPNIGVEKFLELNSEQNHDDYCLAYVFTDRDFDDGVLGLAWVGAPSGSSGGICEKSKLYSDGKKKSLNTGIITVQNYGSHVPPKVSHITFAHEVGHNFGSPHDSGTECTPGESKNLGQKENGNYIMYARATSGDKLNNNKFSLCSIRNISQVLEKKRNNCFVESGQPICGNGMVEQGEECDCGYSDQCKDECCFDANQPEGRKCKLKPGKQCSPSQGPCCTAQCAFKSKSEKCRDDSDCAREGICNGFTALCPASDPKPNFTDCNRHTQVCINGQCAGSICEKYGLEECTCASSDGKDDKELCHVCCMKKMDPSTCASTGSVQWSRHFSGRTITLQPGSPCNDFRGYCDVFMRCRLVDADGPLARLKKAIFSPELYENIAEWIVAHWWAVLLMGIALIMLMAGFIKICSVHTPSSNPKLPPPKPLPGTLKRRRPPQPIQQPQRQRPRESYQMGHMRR
NPR1 activator – GC-A stimulated cGMP production enhancers – HEK293 GC-A cells, cGMP TR-FRET, EC30 ANP, primary screen; Atrial natriuretic peptide receptor 1 (Homo sapiens), P16066; activation, % at 10 µM; 0% at EC30 ANP, 100% saturating ANP; hit rate 0.14% among 370,000; in the data active = activation above about 40%
SMARCA2 activ – SMARCA2 (BRM) function activators, primary screen, cell-based, luminescence, high throughput | MG213 cells, MMTV-luciferase reporter, dexamethasone, overnight | hit rate 1% among 370,000 | activation, % at 9.1 µM; in the data active = activation above about 7.8%;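 note: 0% = vehicle wells and 100% = reference activator wells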
HGIII-sPLA2 inh – human group III sPLA2 inhibitors, primary screen, biochemical, QFRET, BODIPY PC-A2 liposome substrate. AID 743126, 2013. Group 3 secretory phospholipase A2 (Homo sapiens), Q9NZ20. inhibition, % at 12.2 µM. hit rate 0.56% among 370,000. QFRET BODIPY PC-A2 liposome hydrolysis, fluorescence;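 active = inhibition above mean plus 3 SD of compounds lying within the high and low control bounds, cut at about 19% in these data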;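 note: 0% = median of test compound wells and 100% = no enzyme DMSO wells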
DAX1 inh-1 – DAX1 (NR0B1) inhibitors, primary screen, cell-based, HEK293, Gal4-DAX1, luciferase luminescence | HEK293 Gal4-DAX1 luciferase reporter | inhibition, % at 6.75 µM | hit rate 0.99% among 340,000 | AID 504766, 2011;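 active = inhibition above the mean over all tested compounds plus 3 SD, cut at about 4.2% in these data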;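 note: 0% = DAX1-transfected cells with DMSO and 100% = empty-vector control cells with DMSO; inhibition shows as a rise in luminescence from relieved DAX1 repression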
Target sequence (P51843 207-470 limits assumed): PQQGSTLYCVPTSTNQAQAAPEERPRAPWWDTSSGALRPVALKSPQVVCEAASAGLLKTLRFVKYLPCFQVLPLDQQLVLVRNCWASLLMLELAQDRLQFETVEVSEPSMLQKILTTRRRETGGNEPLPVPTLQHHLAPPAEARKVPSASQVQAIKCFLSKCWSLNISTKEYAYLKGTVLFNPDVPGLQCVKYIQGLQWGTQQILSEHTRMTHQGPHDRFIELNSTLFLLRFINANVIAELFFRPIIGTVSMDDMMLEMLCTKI
DAX1 inh-2 – DAX1 (NR0B1) inhibitors on StAR promoter, primary screen, cell-based, luminescence, SF-1 (NR5A1), full-length DAX-1 | AID 652010, 2013 | inhibition, % at 6.8 µM | HEK293T StAR-luciferase reporter, SF-1/DAX-1 repression relief | hit rate 1.1% among 370,000;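 active = inhibition above the mean over all tested compounds plus 3 SD, cut at about 3.6% in these data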;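 note: 0% = DAX-1 cells with DMSO and 100% = cells lacking DAX-1 with DMSO; higher inhibition means more luminescence from relief of DAX-1 repression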
hcDAF12 agonist – H. contortus DAF-12 nuclear receptor activators, primary screen, cell-based, luminescence, HEK293, lit1-tk-luc reporter; HEK293 hcDAF-12 lit1-tk-luc reporter; 0% DMSO, 100% Δ7-dafachronic acid; activation, % at 6.8 µM; hit rate 1.4% among 370,000;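 active = activation above the mean of all tested compounds plus 3 SD, cut at about 5.5% in these data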;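 note: 100% = response to 3 µM Δ7-dafachronic acid high control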
hgDAF12 agonist – H. glycines DAF-12 receptor agonists, primary screen, cell-based, luminescence, HEK293, GAL4 fusion, UAS-luciferase; Nuclear hormone receptor DAF-12 (Heterodera glycines), GAL4 fusion; HEK293 GAL4-hgDAF12 UAS-luciferase reporter, agonist luminescence; normalized to butyrate control; AID 687014, 2013; activation, % at 6.8 µM; hit rate 1.8% among 370,000;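 active = activation above a cutoff set at the mean of all screened compounds plus 3 SD, cut at about 10% in these data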;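 note: 0% = DMSO wells and 100% = sodium butyrate wells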
Starred values were filed as active, the others as inactive; . = no result given.

SMILES | NPR2 activator | FXN GAA850 act | ssDAF-12 act | ADAM10 inh | NPR1 activator | SMARCA2 activ | HGIII-sPLA2 inh | DAX1 inh-1 | DAX1 inh-2 | hcDAF12 agonist | hgDAF12 agonist
CC(=O)c1c(C)n(C2CCCCC2)c2ccc(O)cc12 | 0 | -8.6 | -1.8 | -2 | 6 | -6 | -11 | -0.6 | -0.5 | -3.1 | 1.8
CCOC(=O)[C@]12Cc3cc(C)ccc3[C@H]1N(CCC(=O)OC)C(=O)c1ccccc12 | -14 | . | -1.0 | 2 | -12 | -2 | -5 | . | 0.4 | 0.1 | -0.4
CC[C@]12CC[C@H](O)CC1=CCC1C2CC[C@]2(C)C(=O)CCC12 (stereo partly drawn) | 2 | 0.9 | -1.1 | 1 | 1 | -4 | -2 | . | 0.3 | -0.8 | 1.1
COc1ccc(N2C(=O)CC(N3CCC(n4c(=O)[nH]c5ccccc54)CC3)C2=O)cc1 (stereo not drawn) | 1 | 1.8 | -1.6 | -6 | 2 | -2 | -1 | 0.3 | 1.1 | -1.5 | 0.5
O=C1CN=C(c2ccccc2)c2cc([N+](=O)[O-])ccc2N1 | -2 | 0.9 | -0.3 | -7 | 8 | -2 | -1 | -0.3 | 0.0 | 0.3 | -3.0
O=C(c1cccc(N2CCCC2=O)c1)N1CCC2(CC1)OCCO2 | 1 | -2.7 | -1.2 | -7 | 2 | -3 | 7 | 0.7 | -0.3 | 0.2 | 0.2
C#CC(CC)(CC)NC(=O)Nc1ccc(OCC)cc1 | 8 | -0.6 | -0.7 | 6 | 2 | 2 | 4 | 0.5 | 0.1 | 0.1 | 6.2
CCC1(NS(=O)(=O)c2ccc(N)cc2)C(=O)N(C)C(=O)N(C)C1=O | -2 | 0.4 | -0.8 | -4 | 2 | 1 | -1 | 0.5 | -1.2 | -0.5 | 4.5
C[C@]12CC[C@H](O)CC1=CCC1C2CC[C@@]2(C)C1C[C@@H]1CC(=O)O[C@@H]12 (stereo partly drawn) | 1 | -0.7 | -1.2 | -15 | 2 | -4 | 16 | -1.2 | -0.9 | -2.0 | -3.8
O=Cc1c(C(=O)O)n(Cc2ccc(Cl)cc2)c2ccccc12 | 1 | 0.9 | -0.8 | -4 | 0 | 0 | -15 | 1.5 | 0.1 | 1.9 | 2.2
COC(=O)[C@@]1(Cc2ccc(F)cc2)[C@H]2c3cc(C(=O)N(C)C)[nH]c3C[C@H]2CN1C(=O)c1ccccc1 | -5 | 0.7 | -1.8 | -1 | -1 | -1 | -11 | -0.5 | 0.4 | -1.0 | 2.8
O=c1[nH]c(=S)n(C2CC2)c(O)c1/C=N/N1CCOCC1 | -1 | 1.7 | -0.9 | -2 | 0 | -3 | 5 | 1.2 | 0.2 | 1.2 | -1.6
COC(=O)Cn1cc(/C=C2\C(=O)NC(=O)N(c3ccc(OC)cc3)C2=O)c2ccccc21 | 7 | -2.0 | -0.3 | -4 | 22 | -1 | 2 | -0.5 | 0.0 | 1.0 | -1.0
C=CCOC(=O)COc1cc(C)cc2oc(=O)c3c(c12)CCC3 | 0 | -2.2 | -1.9 | -293 | 4 | 1 | -4 | -1.1 | -1.6 | 1.3 | 3.1
CC1=CC(=Cc2sc3ccccc3[n+]2C)C=C(C)O1 | -17 | -5.6 | -2.5 | -2 | -25 | -8 | 6 | -4.3 | -2.8 | -4.9 | -8.5
Cc1ccc(-n2c(O)c(/C=C/C=Nc3ccccc3)c(=O)[nH]c2=O)cc1 | -2 | 0.4 | -1.4 | -3 | -1 | -3 | -16 | -1.0 | -0.6 | -1.8 | -0.8
Cn1cnc([N+](=O)[O-])c1Sc1ccc([N+](=O)[O-])cc1 | 3 | 1.0 | -1.4 | 10 | 0 | -2 | 15 | 0.6 | -1.2 | 1.2 | -0.2
O=C(c1ccccc1)C1CCCN(Cc2nc(-c3cnccn3)no2)C1 (stereo not drawn) | 0 | 1.3 | -2.1 | 4 | -4 | -3 | -1 | -0.3 | -0.2 | -0.9 | -1.3
CCN1CCC(N(C)C2CCCCC2)CC1 | 4 | 0.3 | -1.0 | -12 | 0 | -2 | 2 | 0.5 | 0.3 | -1.0 | -1.7
CC1=CC(=O)C2=C(C)C[C@H](O)[C@@H]3[C@H](OC(=O)[C@H]3C)[C@@H]12 | 1 | 2.2 | -1.4 | -1 | -4 | -3 | 6 | 0.0 | -0.5 | -1.1 | 0.7
Cc1cccc(CN2CCCC(C(=O)c3ccc(C(F)(F)F)cc3)C2)n1 (stereo not drawn) | -2 | 0.5 | -1.4 | -6 | 4 | -4 | 1 | -1.7 | -0.6 | -0.9 | -2.9
CC(C)OCC(O)CN1CC2C[C@@H](C1)Cn1c2cccc1=O (stereo partly drawn) | 5 | 0.3 | -0.8 | -6 | 3 | -1 | 0 | 1.0 | 0.1 | -3.2 | 0.0
CCOP(=S)(OCC)C(O)CCCCCn1c(=O)c(F)cn(C2CCCO2)c1=O (stereo not drawn) | 3 | 1.1 | 1.7* | 3 | -1 | 2 | -8 | 0.3 | -0.1 | -1.3 | -1.6
N#CC1c2ccccc2-n2nncc2CN1C(=O)c1ccc([N+](=O)[O-])o1 (stereo not drawn) | 5 | . | -1.9 | -1 | 0 | -2 | 1 | . | -1.9 | -1.1 | -3.0
COc1cc(C)c(CNCCc2c[nH]c3ccccc23)cc1C | -8 | 0.4 | -0.9 | -1 | -33 | -3 | 4 | 0.8 | -0.8 | -0.3 | -0.1
O=[N+]([O-])c1cccc(C2N3CCCN23)c1 (stereo not drawn) | 3 | 1.2 | -1.5 | 7 | 1 | -1 | 1 | 1.0 | -0.4 | 0.9 | 1.5
COC(=O)C1=C(c2ccc(F)cc2OCc2ccccc2)C[C@@H]2CC[C@H]1N2C(=O)NCCNC(C)=O | -5 | -2.3 | -1.6 | 1 | -3 | -2 | -1 | 1.1 | -0.3 | -1.7 | -1.4
CCCc1nc2ccc(Br)cc2c(=O)n1-c1ccc([N+](=O)[O-])c(C(F)(F)F)c1 | 7 | -10 | -1.5 | -3 | -2 | -9 | 10 | -0.3 | -3.9 | -4.9 | -2.6
O=C(CN1CCCC1)Nc1ccc(Cl)cc1C(=O)c1ccccc1 | 1 | 1.7 | -1.6 | -6 | -1 | -4 | 4 | -3.3 | 0.7 | 0.0 | 2.7
CC(=O)OC1(Cc2ccccc2)CN2CCC1c1ccccc12 (stereo not drawn) | -3 | -1.1 | -1.4 | 7 | -3 | -1 | 2 | -0.3 | -0.3 | -1.9 | -1.5
CCN(CC)P(=O)(/C=C(\Cl)c1ccccc1)/C=C(\Cl)c1ccccc1 | -5 | 1.4 | -1.9 | -1 | -13 | 1 | -4 | 1.6 | -0.4 | -0.3 | -2.2
Fc1ccc2c(c1)nnn2C1CCN(Cc2ccccc2)CC1 | -8 | -0.9 | -1.6 | 4 | -8 | -1 | -5 | 1.4 | -0.7 | -1.5 | -1.2
N=C1C(c2ccccc2)=C(O)CN1Cc1ccco1 | -3 | 1.1 | -1.7 | 1 | 1 | 0 | 1 | 1.0 | -0.8 | -0.1 | 1.8
CCCCCCCSc1cc(OC)c(CCN(C)C)cc1OC | 0 | 1.4 | -1.1 | -1 | 0 | -1 | -15 | 0.7 | -1.1 | -0.3 | -1.9
O=C(c1ccc(CNS(=O)(=O)c2ccccc2)cc1)N1CCC2(CC1)OCCO2 | 1 | -0.3 | -1.0 | 2 | 1 | -2 | 4 | -0.7 | -0.2 | 1.4 | 4.8
CCc1ccc(NP(=O)(Oc2ccccc2F)Oc2ccccc2F)cc1 | -4 | 2.0 | -1.7 | 26* | 1 | -2 | -35 | -0.1 | -0.8 | -0.8 | -1.8
CN(C)/C=C/C(=O)C(Cl)(Cl)Cl | 1 | 3.0 | -0.9 | -2 | 0 | -2 | 3 | -0.1 | 0.3 | 0.5 | 1.4
COC(=O)C1=C(c2c(C)noc2C)C[C@@H]2CC[C@H]1N2C(=O)NC1CCCCC1 | 2 | -1.7 | -1.1 | -2 | -1 | 1 | -5 | 0.1 | -0.5 | 1.6 | 2.6
CCN1C(=O)C(=C2C=C(C)OC(C)=C2)C(=O)N(CC)C1=S | -8 | 0.7 | -1.0 | 5 | -3 | 0 | -4 | 0.7 | -0.7 | 2.4 | -0.2
COc1ccc2c3c1OC1C(=O)CC[C@@]4(O)[C@@H](C2)N(CC2CC2)CC[C@]314 (stereo partly drawn) | 2 | 1.2 | -0.8 | -12 | 4 | -5 | -5 | 0.3 | 2.2 | 1.4 | 3.9
CCOc1cc2c(cc1OCC)-n1cccc1C(c1cccc(F)c1)NC2 (stereo not drawn) | 2 | 0.2 | -1.3 | 13 | 7 | 1 | -7 | -1.2 | 0.1 | -1.4 | -3.4
COc1cc(Br)c(CNCCc2ccc3c(c2)OCO3)cc1OC | -15 | 1.1 | -0.8 | 6 | -21 | -5 | -10 | -0.9 | -0.3 | -1.7 | -1.9

Sorted by count of non-hydrogen atoms (low to high): some entries from above.
SMILES | NPR2 activator | FXN GAA850 act | ssDAF-12 act | ADAM10 inh | NPR1 activator | SMARCA2 activ | HGIII-sPLA2 inh | DAX1 inh-1 | DAX1 inh-2 | hcDAF12 agonist | hgDAF12 agonist
N=C1C(c2ccccc2)=C(O)CN1Cc1ccco1 | -3 | 1.1 | -1.7 | 1 | 1 | 0 | 1 | 1.0 | -0.8 | -0.1 | 1.8
Fc1ccc2c(c1)nnn2C1CCN(Cc2ccccc2)CC1 | -8 | -0.9 | -1.6 | 4 | -8 | -1 | -5 | 1.4 | -0.7 | -1.5 | -1.2
CCc1ccc(NP(=O)(Oc2ccccc2F)Oc2ccccc2F)cc1 | -4 | 2.0 | -1.7 | 26* | 1 | -2 | -35 | -0.1 | -0.8 | -0.8 | -1.8

Whole records from above. Values in the order: NPR2 activator	FXN GAA850 act	ssDAF-12 act	ADAM10 inh	NPR1 activator	SMARCA2 activ	HGIII-sPLA2 inh	DAX1 inh-1	DAX1 inh-2	hcDAF12 agonist	hgDAF12 agonist
Shown for C=CCOC(=O)COc1cc(C)cc2oc(=O)c3c(c12)CCC3 : 0	-2.2	-1.9	-293	4	1	-4	-1.1	-1.6	1.3	3.1
Shown for CCCCCCCSc1cc(OC)c(CCN(C)C)cc1OC : 0	1.4	-1.1	-1	0	-1	-15	0.7	-1.1	-0.3	-1.9
Shown for CC1=CC(=O)C2=C(C)C[C@H](O)[C@@H]3[C@H](OC(=O)[C@H]3C)[C@@H]12 : 1	2.2	-1.4	-1	-4	-3	6	0.0	-0.5	-1.1	0.7

A portion of the library. The share of hits here may be higher or lower than overall.
